All columns: NCI-60 one-dose screen, growth in % after 48 h at 10 µM unless noted; 100 = growth as untreated, 0 = no growth, -100 = all killed.
NCI-H23 = NCI-H23 lung cancer; actives 4% (n = 80,000)
SK-OV-3 = SK-OV-3 ovarian cancer cells; actives 3.2% (n = 80,000); AID 1794785
OVCAR-5 = OVCAR-5 ovarian cancer; actives 2.9% (n = 82,000); AID 1794783
SN12C = SN12C renal cancer cells; actives 3.8% (n = 81,000)
OVCAR-3 = OVCAR-3 ovarian cancer. actives 7% (n = 79,000). AID 1794787
NCI/ADR-RES = NCI/ADR-RES ovarian cells; actives 4.4% (n = 81,000); AID 1794790
NCI-H226 = NCI-H226 lung cancer; actives 3.5% (n = 79,000)
OVCAR-4 = OVCAR-4 ovarian cancer cells; actives 3.7% (n = 80,000); AID 1794784
IGROV1 = IGROV1 ovarian cancer; actives 4.7% (n = 79,000); AID 1794786
* = called active by the depositor; x = not tested or not shown; & = joins results of further samples; ! = not confirmed by another sample. The calls were made as follows: active = growth percent below 10; inactive = the rest.

SMILES	NCI-H23	SK-OV-3	OVCAR-5	SN12C	OVCAR-3	NCI/ADR-RES	NCI-H226	OVCAR-4	IGROV1
Cc1ccc(-c2nc(SCC(=O)c3ccc(-c4ccccc4)cc3)[nH]c(=O)c2C#N)cc1	93	109	92	102	98	97	90	96	102
Cc1ccc(S(=O)(=O)C/C(=N\Nc2ccccc2)c2cc3cc(Br)ccc3oc2=O)cc1	96	x	82	89	92	77	x	x	90
CC(CCC(C)C(=O)O)C(=O)O (stereo not given)	96&123	100&106	107&102	102&98	99&104	105&110	107&102	108&113	106&114
Cc1sc2nc3nc(CC#N)[nH]n3c(=O)c2c1C	102	91	105	108	117	115	118	99	104
Brc1ccccc1C[n+]1ccc2ccccc2c1	86	97	97	93	63	111	89	71	76
Cc1cc(=O)n2c(-c3ccc(Cl)cc3)cnc2[nH]1	96	88	91	91	97	100	97	116	100
COc1cc2nc(NC3CCC3)nc(NC3CCN(C(C)C)CC3)c2cc1OC	92	x	97	92	86	97	x	63	75
COc1cc2c(c(OC)c1OC)C(=O)CC(c1cccc(NC(=O)c3cc([N+](=O)[O-])ccc3Cl)c1)O2 (stereo not given)	20	57	67	24	16	15	25	57	13
CCCCCn1sc(=O)n(Cc2ccc(CNC(=O)OCc3ccc4c(Cl)cc(Cl)c(O)c4n3)cc2)c1=O	73	96	90	51	70	9.9*	66	66	53
CCC1(CC)Oc2c(OC(C)=O)cccc2C(C)=C1c1ccc(OC)cc1	93	102	88	98	97	88	97	92	98
Cc1nc2ccc(Nc3nc(NCCO)nc(N4CCOCC4)n3)cc2n1Cc1ccccc1	100	106	100	85	103	x	91	114	91
CC(C)=CCc1ccc(O)c(=O)cc1C(C)C	13	19	52	25	43	1.6*	4.5*	31	1.9*
CCOC(=O)/C(N=O)=C(/O)c1ccncc1	99	100	109	109	124	104	107	119	100
O=C(N/N=C/c1ccccc1S(=O)(=O)O)C(=O)N/N=C/c1ccccc1S(=O)(=O)O	103	106	112	102	108	105	104	91	101
COc1cccc(C(=O)NNC(=O)c2ccccc2)c1	102	111	96	105	97	108	93	113	106
C=CCOC(=O)C1=C(C)NC2=C(C(=O)CC(C)(C)C2)C1c1cc(OC)ccc1OC (stereo not given)	93	88	107	104	99	108	101	106	106
O=C(N/N=C\c1ccccc1S(=O)(=O)O)N/N=C/c1ccccc1S(=O)(=O)O	102	108	97	102	108	103	105	109	109
CC1(C)C=C2[C@H]3CC[C@@H]4[C@@]5(C)C/C(=C/c6cccnc6)C(=O)C(C)(C)[C@@H]5CC[C@@]4(C)[C@]3(C)CC[C@@]2(CCl)CC1	93	108	110	96	100	97	90	91	115
c1ccc2sc(N3CCCCC3)nc2c1	103	114	98	101	116	108	103	112	100
C=C1C(=O)O[C@H]2[C@H]1CC/C(COC(=O)CCCc1c[nH]c3ccccc13)=C\CC[C@@]1(C)O[C@@H]21	66	98	95	55	28	72	77	66	46
COc1ccc(-c2nnc3n(C)c(=O)c4ccccc4n23)cc1N	47	22	45	35	6.1*	23	70	59	52
CN1CCN(c2ccc(Nc3nc(NCCCNS(=O)(=O)c4cccc5ccccc45)c4sccc4n3)cc2)CC1	30	-18*	11	-3.4*	-63*	13	86	-36*	6.3*
CC(C)c1cc(CN2CCCCC2)c(O)c(CN2CCCCC2)c1	101	114	120	110	100	105	119	119	109
Cc1c(C(N)=O)sc2c1c(=O)n(Cc1ccccc1)c1nnc(SCC(=O)N3NC(=O)CC3=O)n21	100	102	103	100	98	99	117	116	122
CCN(CC)CCC(CCN(CC)CC)(C(=O)O)c1ccccc1	113	105	101	97	116	121	105	108	102
CCN1C(=O)N(CC)C2C1NN=c1s/c(=C\c3cccc(F)c3)c(=O)n12 (stereo not given)	34	72	56	31	-2.2*	5.7*	105	44	30
COc1ccc(/C=C/C(=O)c2cccc(NS(C)(=O)=O)c2)cc1	70	110	95	83	78	85	86	81	7.9*
O=C(N/N=C/[C@H]1[C@@H]2CCO[C@@H]2C[C@@H]1O)c1ccncc1	102	78	103	107	111	107	94	110	109
O=C(/C=C/Nc1ccc([N+](=O)[O-])cc1)c1ccc2c(c1)Nc1ccccc1S2	64	109	96	94	102	68	37	64	95
CN1C(=O)N(C)C2SC(N/N=C/c3ccccc3)=NC21 (stereo not given)	80	96	94	82	25	45	98	95	64
O=C(Nc1ccccc1)Nc1ccc(Nc2ncnc3sc4c(c23)CCOC4)cc1	86	34	72	69	87	91	69	88	35
S=C1NCCN1c1ccc(Cl)cc1	106	106	96	114	108	120	101	94	101
CCOC(=O)C(CCc1ccccc1[N+](=O)[O-])C(C)=O (stereo not given)	99	108	93	97	102	101	105	108	122
CN1CCN(Cc2ccc(NC(=O)c3cncc(C#Cc4cnn5cccnc45)c3)cc2C(F)(F)F)CC1	-23*	28	26	8.9*	x	26	-14*	28	5.4*
N#Cc1c(-c2cccs2)cc(-c2cnccn2)nc1SCC(=O)Nc1ccccc1	92	87	96	104	110	90	89	105	95
COc1cc(-n2nc(C(=O)NCc3ccc(C(=O)O)cc3)nc2-c2ccccc2)cc(OC)c1OC	102	99	97	101	105	100	94	111	96
COc1ccc(-c2nnc(-c3nc(-c4cc(OC)c(OC)c(OC)c4)n4ccccc34)o2)cc1	61	99	106	56	84	47	51	90	52
CC1=C(NCCN2CCCC2)C(=O)c2c(OCc3cccc(Cl)c3)cccc2C1=O	81	95	80	75	85	79	94	73	72
CC(C)(C)c1ccc(S(=O)(=O)Nc2ccccc2N)cc1	90	102	105	98	106	97	91	87	98
O=C(NCCNc1nccc(-c2c(-c3ccc(F)cc3)nc3sccn23)n1)c1ccccc1	65	81	59	68	59	59	52	74	22
Cc1cccc(C)c1Nc1nnc(-c2cc(F)c(F)c(F)c2)o1	76	97	110	92	99	101	90	107	69
[2H]C([2H])([2H])Oc1ccc(F)cc1/C=C/C(=O)/C=C(/C=C/c1cc(F)ccc1OC([2H])([2H])[2H])OB(F)F	77	107	107	67	42	76	109	75	87
CCN(CC)CCCC(CNc1ccnc2cc(Cl)ccc12)c1ccc(Cl)cc1 (stereo not given)	54&49	99&28	63&18	-3.2*!	20&43	16&19	4.2*!	-35*!	-9.6*!
COC(=O)C1=C/C=C\CN(C(c2ccccc2)c2ccccc2)/C=C\1C(=O)OC	93	103	94	110	102	93	105	84	90
CC(=O)Oc1ccc(Nc2c3ccccc3nc3ccccc23)cc1	12	3.9*	18	5.7*	9.2*	24	-59*	14	-12*
O=C1Nc2ccc([N+](=O)[O-])cc2C1=Nc1ccccc1	106	113	103	89	95	103	102	113	99
C=C(C)[C@@H]1CC[C@]2(C(=O)NS(=O)(=O)c3ccccc3)CC[C@]3(C)[C@H](CC[C@@H]4[C@@]5(C)CC[C@H](OC(=O)NS(=O)(=O)c6ccccc6)C(C)(C)[C@@H]5CC[C@]43C)[C@@H]12	-9.6*	30	16	13	-31*	17	31	38	18
N=C(N)c1ccc(-c2ccc(-c3ccc(Cl)cc3)s2)nc1	63	87	-28*	52	-93*	67	85	18	-79*
ClC1=C(Cl)C(Cl)=C(Cl)C1=Cc1ccccc1	-59*	39	-61*	-57*	-96*	-27*	-73*	-20*	x
O=C(Nc1cccc(-c2ccc(N3CCOCC3)nn2)c1)Nc1cccc(C(F)(F)F)c1	70	104	125	67	74	72	62	73	97
CC(C)(C)c1ccc(C(=O)Nc2sc3c(c2C#N)CCC(=O)C3)cc1	5.2*	57	21	9.2*	-30*	9.3*	15	-74*	26
O=C(O)COc1ccccc1O	95	93	98	x	112	107	93	99	x
CC(C)c1ccc(C(C(C(=O)c2ccccc2)N2CCOCC2)N2CCOCC2)cc1 (stereo not given)	96	104	110	98	111	99	x	99	96
O=c1nc(Nc2cccc(Cl)c2)oc2cc(Cl)oc(=O)c12	64	98	88	86	52	89	95	90	12
CSc1nc2[nH]c(=O)[nH]c2c(=O)[nH]1	x	111	103	98	123	110	103	130	x
O=C(CSC1CCc2ccccc21)NNC(=O)Nc1ccc(Cl)cc1 (stereo not given)	79	108	80	86	97	89	x	86	94
C/C(=C(/c1ccc(O)cc1)c1ccc(OCCN2CCCC2)cc1)c1ccc(Cl)cc1	47	77	60	66	x	64	72	65	55
C[C@@H]1CC[C@@H]2[C@H]1[C@@H](OC(=O)/C=C/c1ccccc1)[C@@]1(c3ccccc3)C[C@H](NC(=O)CO)[C@]2(C)O1	87	103	104	92	106	90	89	87	105
COc1ccc([C@@H]2[C@H](C(=O)Nc3cccc4c3CCCC4)c3ccccc3C(=O)N2c2ccc(OC)cc2)cc1	90	89	92	87	109	93	93	93	100
Cc1ccccc1N=Nc1c(C)cccc1C	98	90	105	x	108	108	101	113	102
Further records follow:
SMILES	NCI-H23	SK-OV-3	OVCAR-5	SN12C	OVCAR-3	NCI/ADR-RES	NCI-H226	OVCAR-4	IGROV1
C/C=C(/C)C(=O)O[C@H]1CC[N+]2([O-])CC=C(COC(=O)[C@@](O)([C@H](C)OC)C(C)(C)O)[C@H]12 (stereo not given in full)	98	90	93	100	109	106	91	106	112
O=C(O)c1ccc(-n2cc(/C=N/Nc3ccc(Br)cc3)c(-c3ccc(F)cc3F)n2)cc1	84	92	96	95	82	82	90	95	73
Cc1c(O)cccc1[N+](=O)[O-]	87	105	104	107	100	101	94	90	x
CCCCCCCCCCN(CCCCCCCCCC)CC(=O)c1ccc2cc(Br)c3ccccc3c2c1	47	104	95	81	51	65	99	77	-80*
NS(=O)(=O)c1ccc(N2N=C(c3ccc(NC(=O)Nc4ccccc4)cc3)CC2c2ccc(Br)cc2)cc1 (stereo not given)	-95*	-62*	-98*	-98*	-30*	-83*	-84*	-85*	-87*

Of the compounds above, these have an aryl methoxy group:
SMILES	NCI-H23	SK-OV-3	OVCAR-5	SN12C	OVCAR-3	NCI/ADR-RES	NCI-H226	OVCAR-4	IGROV1
COc1cc2nc(NC3CCC3)nc(NC3CCN(C(C)C)CC3)c2cc1OC	92	x	97	92	86	97	x	63	75
COc1cc2c(c(OC)c1OC)C(=O)CC(c1cccc(NC(=O)c3cc([N+](=O)[O-])ccc3Cl)c1)O2 (stereo not given)	20	57	67	24	16	15	25	57	13
CCC1(CC)Oc2c(OC(C)=O)cccc2C(C)=C1c1ccc(OC)cc1	93	102	88	98	97	88	97	92	98
COc1cccc(C(=O)NNC(=O)c2ccccc2)c1	102	111	96	105	97	108	93	113	106
C=CCOC(=O)C1=C(C)NC2=C(C(=O)CC(C)(C)C2)C1c1cc(OC)ccc1OC (stereo not given)	93	88	107	104	99	108	101	106	106
COc1ccc(-c2nnc3n(C)c(=O)c4ccccc4n23)cc1N	47	22	45	35	6.1*	23	70	59	52
COc1ccc(/C=C/C(=O)c2cccc(NS(C)(=O)=O)c2)cc1	70	110	95	83	78	85	86	81	7.9*
COc1cc(-n2nc(C(=O)NCc3ccc(C(=O)O)cc3)nc2-c2ccccc2)cc(OC)c1OC	102	99	97	101	105	100	94	111	96
COc1ccc(-c2nnc(-c3nc(-c4cc(OC)c(OC)c(OC)c4)n4ccccc34)o2)cc1	61	99	106	56	84	47	51	90	52
[2H]C([2H])([2H])Oc1ccc(F)cc1/C=C/C(=O)/C=C(/C=C/c1cc(F)ccc1OC([2H])([2H])[2H])OB(F)F	77	107	107	67	42	76	109	75	87
COc1ccc([C@@H]2[C@H](C(=O)Nc3cccc4c3CCCC4)c3ccccc3C(=O)N2c2ccc(OC)cc2)cc1	90	89	92	87	109	93	93	93	100

An excerpt of these results, in markdown.
| canonical_smiles | NCI-H23 | SK-OV-3 | OVCAR-5 | SN12C | OVCAR-3 | NCI/ADR-RES | NCI-H226 | OVCAR-4 | IGROV1 |
| --- | --- | --- | --- | --- | --- | --- | --- | --- | --- |
| CC1=C(NCCN2CCCC2)C(=O)c2c(OCc3cccc(Cl)c3)cccc2C1=O | 81 | 95 | 80 | 75 | 85 | 79 | 94 | 73 | 72 |
| CC(C)(C)c1ccc(S(=O)(=O)Nc2ccccc2N)cc1 | 90 | 102 | 105 | 98 | 106 | 97 | 91 | 87 | 98 |
| O=C(NCCNc1nccc(-c2c(-c3ccc(F)cc3)nc3sccn23)n1)c1ccccc1 | 65 | 81 | 59 | 68 | 59 | 59 | 52 | 74 | 22 |
